Bioassay records as filed in PubChem BioAssay.
Mtb BioA inh – BioA (M. tuberculosis) enzyme inhibition | purified M. tuberculosis BioA enzyme, plate reader | inhibition, % at 9.99 µM | actives 0.096% (n = 360,000); in the data active means inhibition above about 40%
The depositor's hits bear a star.

| canonical_smiles | Mtb BioA inh |
| --- | --- |
| COCC#Cc1ccc2c(c1)O[C@H](CN(C)C(C)=O)[C@@H](C)CN([C@H](C)CO)S2(=O)=O | -0.3 |
| CNC[C@@H]1Oc2c(NS(=O)(=O)c3ccccc3)cccc2C(=O)N([C@H](C)CO)C[C@@H]1C | -4.1 |
| COc1cccc(S(=O)(=O)N[C@@H]2C=C[C@H](CC(=O)NCc3ccccc3)O[C@H]2CO)c1 | 0.9 |
| C[C@H]1CN([C@@H](C)CO)C(=O)c2cccc(NS(=O)(=O)c3cn(C)cn3)c2O[C@H]1CN(C)C(=O)NC1CCCCC1 | 2.5 |
| O=C(C[C@H]1C[C@@H]2c3cc(NC(=O)NC4CCCC4)ccc3O[C@@H]2[C@@H](CO)O1)NCc1ccncc1 | -1.6 |
| O=C(C[C@H]1CC[C@H]2[C@@H](COC[C@H](O)CN2S(=O)(=O)c2cccc(F)c2)O1)NCCCN1CCOCC1 | -4.3 |
| CC(C)NC(=O)N(C)C[C@H]1Oc2ccc(NC(=O)C3CCCCC3)cc2C(=O)N([C@H](C)CO)C[C@H]1C | -0.1 |
| CCCNC(=O)N(C)C[C@@H]1Oc2cc(C#C[C@H](C)O)ccc2S(=O)(=O)N([C@H](C)CO)C[C@@H]1C | -0.5 |
| CN(C)CC(=O)Nc1ccc2c(c1)[C@@H]1C[C@@H](CC(=O)NCc3ccc(Cl)cc3)O[C@H](CO)[C@@H]1O2 | 0.9 |
| CN(C)C(=O)C[C@H]1C[C@H]2c3cc(NC(=O)Nc4ccc(C(F)(F)F)cc4)ccc3O[C@H]2[C@@H](CO)O1 | -0.1 |
| CO[C@H]1CN(C)C(=O)c2cc(NS(=O)(=O)CC(F)(F)F)ccc2OC[C@@H](C)NC[C@H]1C | -2.0 |
| O=C(C[C@@H]1C=C[C@H](NS(=O)(=O)c2ccc(F)cc2)[C@@H](CO)O1)NCc1ccc(Cl)c(Cl)c1 | 2.1 |
| COc1ccc(NC(=O)N(C)C[C@@H]2Oc3ccc(NC(=O)CCN4CCOCC4)cc3CC(=O)N([C@H](C)CO)C[C@H]2C)cc1 | -0.3 |
| CCCC#Cc1ccc([C@@H]2[C@H]3CN(CC4CC4)CCCCN3[C@H]2CO)cc1 | 2.4 |
| C[C@@H]1CN([C@@H](C)CO)C(=O)c2cc(NC(=O)Nc3ccc4c(c3)OCO4)ccc2O[C@@H](C)CCCCO[C@H]1CN(C)Cc1ccc(Cl)c(Cl)c1 | -1.1 |
| C[C@@H]1CCCCO[C@H](CN(C)C)[C@@H](C)CN([C@@H](C)CO)C(=O)c2cc(NS(=O)(=O)c3ccccc3)ccc2O1 | -2.0 |
| C[C@@H]1CN([C@@H](C)CO)C(=O)c2cccc(NS(=O)(=O)c3ccc(Cl)cc3)c2O[C@H]1CN(C)Cc1ccncc1 | -1.1 |
| COc1ccc(S(=O)(=O)Nc2ccc3c(c2)C(=O)N([C@H](C)CO)C[C@H](C)[C@@H](CN(C)Cc2ccc4c(c2)OCO4)O3)cc1 | -0.2 |
| CC=Cc1ccc2n(c1=O)C[C@H]1[C@H](CO)[C@@H](C(=O)NCCc3ccccc3)[C@@H]2N1C (mixture of isomers) | -1.4 |
| C[C@@H]1CN([C@H](C)CO)C(=O)c2cccc(NC(=O)C3CC3)c2O[C@@H]1CN(C)C | -0.7 |
| C[C@@H](NC(=O)C[C@H]1C[C@H]2c3cc(NC(=O)CC4CC4)ccc3O[C@H]2[C@H](CO)O1)c1ccccc1 | -2.1 |
| C/C=C/c1ccc([C@@H]2[C@H](CO)N(C(=O)Cc3cccnc3)[C@H]2CNC(C)=O)cc1 | -0.1 |
| C[C@H]1CCCCO[C@H](CN(C)Cc2ccc3c(c2)OCO3)[C@@H](C)CN([C@@H](C)CO)C(=O)c2cc(NS(=O)(=O)c3ccc(F)cc3)ccc2O1 | 3.7 |
| COc1ccc(CN(C)C[C@H]2Oc3c(NS(=O)(=O)c4ccc(F)cc4)cccc3C(=O)N([C@@H](C)CO)C[C@H]2C)cc1 | -1.2 |
| COCC#Cc1cnc2c(c1)C(=O)N([C@H](C)CO)C[C@@H](C)[C@H](CN(C)C(=O)CCN1CCCCC1)O2 | 2.0 |
| C[C@@H]1CN([C@H](C)CO)C(=O)c2cc(NC(=O)C3CCCCC3)ccc2O[C@@H]1CN(C)Cc1ccc(Cl)c(Cl)c1 | -0.6 |
| C[C@@H]1CN([C@H](C)CO)C(=O)c2cc(NS(=O)(=O)c3cccs3)ccc2O[C@H]1CN(C)Cc1ccc(C(=O)O)cc1 | 5.0 |
| C[C@H](CO)N1C[C@H](C)[C@@H](CN(C)Cc2cccc(F)c2)Oc2cc(C#Cc3ccccn3)ccc2S1(=O)=O | 0.2 |
| COc1ccc(CN(C)C[C@@H]2OCCCC[C@H](C)Oc3ccc(NC(=O)NC(C)C)cc3C(=O)N([C@@H](C)CO)C[C@@H]2C)cc1 | 1.1 |
| C[C@@H]1CCCCO[C@H](CN(C)Cc2ccccc2)[C@H](C)CN([C@H](C)CO)C(=O)c2cc(NC(=O)Nc3ccc(C(F)(F)F)cc3)ccc2O1 | -2.8 |
| O=C(C[C@H]1CC[C@H]2[C@@H](COC[C@@H](O)CN2CC2CCOCC2)O1)N1CCOCC1 | 8.3 |
| CN1CCN(C(=O)C[C@H]2CC[C@@H]3[C@H](COC[C@@H](O)CN3C(=O)Nc3cc(Cl)cc(Cl)c3)O2)CC1 | 2.5 |
| C[C@H]1CN([C@@H](C)CO)C(=O)c2cccc(NS(=O)(=O)c3cn(C)cn3)c2O[C@H]1CN(C)Cc1ccc(-c2ccccc2)cc1 | -2.9 |
| C[C@H]1CN([C@@H](C)CO)C(=O)c2cc(NC(=O)Nc3ccc(C(F)(F)F)cc3)ccc2O[C@H]1CN(C)C(=O)Nc1cccc2ccccc12 | -1.3 |
| CN1C(=O)c2cc(NC(=O)c3ccccc3Cl)ccc2OC[C@H]2O[C@H](CC(=O)O)CC[C@H]21 | -1.0 |
| COc1ccc(S(=O)(=O)Nc2ccc3c(c2)C(=O)N([C@H](C)CO)C[C@H](C)[C@H](CN(C)C(=O)NC2CCCCC2)OCCCC[C@H](C)O3)cc1 | -1.1 |
| O=C(C[C@@H]1C[C@@H]2c3cc(NC(=O)CC4CC4)ccc3O[C@@H]2[C@@H](CO)O1)NCC1CC1 | -0.2 |
| CCCN(C)C[C@H]1Oc2ncc(-c3cccc(C#N)c3)cc2C(=O)N([C@H](C)CO)C[C@H]1C | 0.8 |
| COc1ccccc1C#Cc1ccc2c(c1)O[C@H](CN(C)Cc1cccnc1)[C@H](C)CN([C@H](C)CO)S2(=O)=O | 1.0 |
| COC(=O)[C@H]1[C@H](CO)[C@H]2Cn3c(ccc(-c4cccc(F)c4)c3=O)[C@H]2N1CC1CCCC1 | 14.1 |
| COc1ccc(NC(=O)Nc2cccc3c2O[C@@H](CN(C)S(=O)(=O)c2cn(C)cn2)[C@H](C)CN([C@@H](C)CO)C3=O)cc1 | -2.6 |
| COc1cccc(C(=O)N2C[C@H]3[C@@H](c4ccccc42)[C@H](CO)N3C(=O)c2ccc(F)cc2)c1 | 1.7 |
| COCC#Cc1ccc2c(c1)O[C@@H](CN(C)C(=O)COC)[C@H](C)CN([C@H](C)CO)S2(=O)=O | -1.6 |
| COC(=O)C[C@H]1C=C[C@@H](NS(=O)(=O)c2ccccc2F)[C@@H](CO)O1 | -3.9 |
| Cc1noc(C)c1S(=O)(=O)N(C)C[C@H]1Oc2ccc(NC(=O)NC(C)C)cc2CC(=O)N([C@@H](C)CO)C[C@@H]1C | -0.8 |
| CO[C@@H](CN(C)C(=O)C1CC1)[C@H](C)CN(C(=O)Nc1ccc(C(F)(F)F)cc1)[C@@H](C)CO | -1.1 |
| C[C@@H]1CN([C@H](C)CO)C(=O)c2cc(NS(=O)(=O)c3cn(C)cn3)ccc2O[C@@H]1CN(C)C | 6.6 |
| CCN1[C@@H]2Cn3c(ccc(C4=CCCCC4)c3=O)[C@H]1[C@@H](C(=O)N1CCc3ccccc3C1)[C@@H]2CO | -0.4 |
| Cn1cnc(S(=O)(=O)N[C@@H]2CC[C@@H](CC(=O)N3CCN(c4ccccc4)CC3)O[C@H]2CO)c1 | 0.8 |
| C[C@H]1CN([C@@H](C)CO)C(=O)c2cc(NC(=O)CCCN(C)C)ccc2O[C@@H]1CN(C)S(=O)(=O)c1cccs1 | 0.8 |
| COCC(=O)N1C[C@H](C)[C@@H](OC)CN(C)C(=O)c2cc(NS(C)(=O)=O)ccc2OC[C@@H]1C | -1.4 |
| CO[C@@H]1CN(C)C(=O)c2cc(NC(=O)Nc3ccccc3F)ccc2OC[C@@H](C)N(C(C)=O)C[C@@H]1C | 0.5 |
| Cc1noc(C)c1NC(=O)N(C)C[C@H]1OCCCC[C@@H](C)Oc2ccc(NC(=O)C3CCCCC3)cc2C(=O)N([C@@H](C)CO)C[C@H]1C | -1.0 |
| C[C@H]1CN([C@@H](C)CO)C(=O)c2cccc(NS(=O)(=O)c3ccc(Cl)cc3)c2O[C@H]1CN(C)C(=O)Nc1ccc(F)cc1 | 1.4 |
| C[C@@H]1CN([C@@H](C)CO)C(=O)Cc2cc(NC(=O)CCC(F)(F)F)ccc2O[C@@H]1CN(C)Cc1ccc(C(=O)O)cc1 | 3.4 |
| O=C(C[C@@H]1C[C@@H]2c3cc(NS(=O)(=O)c4ccccc4)ccc3O[C@@H]2[C@H](CO)O1)NCC1CC1 | -0.5 |
| O=C(Nc1ccc2c(c1)OCO2)N[C@@H]1C=C[C@H](CC(=O)N2CCN(c3ccccc3)CC2)O[C@H]1CO | -1.9 |
| CCCC#Cc1cnc2c(c1)C(=O)N([C@@H](C)CO)C[C@@H](C)[C@H](CN(C)C(=O)C1CCOCC1)O2 | -6.1 |
| CO[C@@H]1CC[C@H]2CCOc3c(C#N)cccc3C(=O)N(C)[C@@H](C)C(=O)N(C)C[C@@H]1O2 | -4.1 |
| C[C@H](CO)N1C[C@H](C)[C@H](CN(C)C(=O)NC2CCCC2)OCc2cnnn2CCCC1=O | -1.5 |

2 entries picked at random from the list so far, as already listed:
| canonical_smiles | Mtb BioA inh |
| --- | --- |
| O=C(Nc1ccc2c(c1)OCO2)N[C@@H]1C=C[C@H](CC(=O)N2CCN(c3ccccc3)CC2)O[C@H]1CO | -1.9 |
| O=C(C[C@@H]1C[C@@H]2c3cc(NS(=O)(=O)c4ccccc4)ccc3O[C@@H]2[C@H](CO)O1)NCC1CC1 | -0.5 |

Individual results from the results shown.
Cc1noc(C)c1NC(=O)N(C)C[C@H]1OCCCC[C@@H](C)Oc2ccc(NC(=O)C3CCCCC3)cc2C(=O)N([C@@H](C)CO)C[C@H]1C in Mtb BioA inh is entered as -1.0
O=C(C[C@@H]1C[C@@H]2c3cc(NC(=O)CC4CC4)ccc3O[C@@H]2[C@@H](CO)O1)NCC1CC1 in Mtb BioA inh is entered as -0.2

3 of these compounds in a different format:
O=C(C[C@@H]1C[C@@H]2c3cc(NS(=O)(=O)c4ccccc4)ccc3O[C@@H]2[C@H](CO)O1)NCC1CC1
  Mtb BioA inh = -0.5

O=C(Nc1ccc2c(c1)OCO2)N[C@@H]1C=C[C@H](CC(=O)N2CCN(c3ccccc3)CC2)O[C@H]1CO
  Mtb BioA inh = -1.9

CCCC#Cc1cnc2c(c1)C(=O)N([C@@H](C)CO)C[C@@H](C)[C@H](CN(C)C(=O)C1CCOCC1)O2
  Mtb BioA inh = -6.1

Other records
| canonical_smiles | Mtb BioA inh |
| --- | --- |
| O=C(O)C[C@@H]1CC[C@@H]2[C@H](COC[C@@H](O)CN2S(=O)(=O)c2ccc(F)cc2)O1 | 0.9 |
| O=C(NCC[C@@H]1CC[C@H](NC(=O)C2CCCCC2)[C@@H](CO)O1)c1cc(Cl)cc(Cl)c1 | 5.9 |
| C[C@@H]1CCCCO[C@H](CN(C)C(=O)Nc2ccc(F)cc2)[C@H](C)CN([C@@H](C)CO)C(=O)c2cc(NC(=O)c3ccccc3)ccc2O1 | -0.1 |
| CCCNC(=O)N1[C@H](CO)[C@@H]2c3ccccc3N(C(=O)C3CCOCC3)C[C@@H]21 | 0.9 |
| O=C(C[C@H]1CC[C@@H]2[C@H](COC[C@@H](O)CN2Cc2cccc(Cl)c2)O1)N1CCCCC1 | -0.1 |
| C[C@H](CO)N1C[C@H](C)[C@H](CN(C)S(=O)(=O)c2ccccc2)Oc2ccc(NC(=O)CCCN(C)C)cc2C1=O | 6.9 |
| C[C@@H]1CN([C@@H](C)CO)S(=O)(=O)c2ccc(/C=C/c3ccccc3)cc2O[C@@H]1CN(C)C(=O)CN1CCOCC1 | 0.6 |
| C[C@H](CO)N1C[C@H](C)[C@H](CN(C)C(=O)Nc2ccccc2)Oc2ncc(C#CC3CCCCC3)cc2C1=O | 3.9 |
| Cc1noc(C)c1S(=O)(=O)Nc1ccc2c(c1)CC(=O)N([C@@H](C)CO)C[C@@H](C)[C@@H](CN(C)C(=O)Nc1ccc3c(c1)OCO3)O2 | -0.6 |
| C[C@@H]1CN([C@H](C)CO)C(=O)c2cc(C3=CCCC3)cnc2O[C@H]1CN(C)Cc1cccnc1 | 18.7 |
| C[C@@H]1CN([C@H](C)CO)C(=O)c2cc(NC(=O)c3ccccc3)ccc2O[C@@H](C)CCCCO[C@@H]1CN(C)S(=O)(=O)c1ccccc1 | -1.7 |
| COc1ccc(S(=O)(=O)Nc2ccc3c(c2)C(=O)N([C@H](C)CO)C[C@@H](C)[C@H](CN(C)C(=O)NC2CCCCC2)O3)cc1 | -0.5 |
| O=C(C[C@H]1CC[C@@H](NC(=O)c2cnccn2)[C@@H](CO)O1)NCc1ccccc1F | -1.0 |
| O=C(O)[C@@H]1[C@@H](CO)[C@@H]2Cn3c(ccc(-c4ccncc4)c3=O)[C@H]1N2C(=O)C1CCCCC1 | -2.7 |
| CCC(=O)NC[C@H]1[C@@H](c2ccc(C3=CCCC3)cc2)[C@H](CO)N1C(=O)C1CC1 | 2.7 |
| CC(C)C(=O)Nc1ccc2c(c1)C(=O)N(C)[C@H]1CC[C@H](CC(=O)NCc3ccccc3F)O[C@H]1CO2 | -2.5 |
| CCCNC(=O)[C@H]1[C@H](CO)[C@H]2Cn3c(ccc(C4=CCCC4)c3=O)[C@H]2N1CCC(F)(F)F | 7.6 |
| C[C@@H]1CCCCO[C@@H](CN(C)Cc2ccc(C(=O)O)cc2)[C@H](C)CN([C@@H](C)CO)C(=O)c2cc(NC(=O)Nc3ccccc3)ccc2O1 | -1.7 |
| Cc1noc(C)c1NC(=O)N(C)C[C@H]1Oc2cc(C#CCC(C)C)ccc2S(=O)(=O)N([C@H](C)CO)C[C@H]1C | 3.4 |
| CN(C)C(=O)C[C@@H]1C[C@@H]2c3cc(NC(=O)Nc4ccc(F)cc4)ccc3O[C@@H]2[C@@H](CO)O1 | 0.4 |

Some of the compounds tested, so the mix of outcomes need not match the whole.
